Bioassay records: PubChem, several laboratories
Wee1 degr inh: human Wee1 degradation inhibition, primary screen; reporter increase, % at 5 µM; HeLa Luc-Wee1K328M stability, luciferase luminescence; 100% = proteasome inhibitor MG132 effect; 1.2% of 220,000 active; P30291;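 active means activation above the mean of all tested compounds plus 3 SD, set per screening run, cut at about 8.8% in these data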;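 further: cells exposed to compound for 20 h before luminescence read; 0% = DMSO alone and 100% = MG132 at 30 µM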
PERK inhibitor: human PERK inhibition, primary cell-based screen; inhibition, % at 5.6 µM; CHO PERK-DD fusion, SEAP luminescence translation reporter; 0.17% of 220,000 active;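 active means inhibition above the mean inhibition of all tested compounds plus 3 SD, set separately per screening campaign, cut at about 2.9% in these data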;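 further: PERK kinase domain activated by AP20187 dimerizer at 100 nM; 0% = DMSO with dimerizer and 100% = rapamycin at 8.4 µM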
Target sequence (Q9NZJ5 whole entry, looked up, the tested form may be a part): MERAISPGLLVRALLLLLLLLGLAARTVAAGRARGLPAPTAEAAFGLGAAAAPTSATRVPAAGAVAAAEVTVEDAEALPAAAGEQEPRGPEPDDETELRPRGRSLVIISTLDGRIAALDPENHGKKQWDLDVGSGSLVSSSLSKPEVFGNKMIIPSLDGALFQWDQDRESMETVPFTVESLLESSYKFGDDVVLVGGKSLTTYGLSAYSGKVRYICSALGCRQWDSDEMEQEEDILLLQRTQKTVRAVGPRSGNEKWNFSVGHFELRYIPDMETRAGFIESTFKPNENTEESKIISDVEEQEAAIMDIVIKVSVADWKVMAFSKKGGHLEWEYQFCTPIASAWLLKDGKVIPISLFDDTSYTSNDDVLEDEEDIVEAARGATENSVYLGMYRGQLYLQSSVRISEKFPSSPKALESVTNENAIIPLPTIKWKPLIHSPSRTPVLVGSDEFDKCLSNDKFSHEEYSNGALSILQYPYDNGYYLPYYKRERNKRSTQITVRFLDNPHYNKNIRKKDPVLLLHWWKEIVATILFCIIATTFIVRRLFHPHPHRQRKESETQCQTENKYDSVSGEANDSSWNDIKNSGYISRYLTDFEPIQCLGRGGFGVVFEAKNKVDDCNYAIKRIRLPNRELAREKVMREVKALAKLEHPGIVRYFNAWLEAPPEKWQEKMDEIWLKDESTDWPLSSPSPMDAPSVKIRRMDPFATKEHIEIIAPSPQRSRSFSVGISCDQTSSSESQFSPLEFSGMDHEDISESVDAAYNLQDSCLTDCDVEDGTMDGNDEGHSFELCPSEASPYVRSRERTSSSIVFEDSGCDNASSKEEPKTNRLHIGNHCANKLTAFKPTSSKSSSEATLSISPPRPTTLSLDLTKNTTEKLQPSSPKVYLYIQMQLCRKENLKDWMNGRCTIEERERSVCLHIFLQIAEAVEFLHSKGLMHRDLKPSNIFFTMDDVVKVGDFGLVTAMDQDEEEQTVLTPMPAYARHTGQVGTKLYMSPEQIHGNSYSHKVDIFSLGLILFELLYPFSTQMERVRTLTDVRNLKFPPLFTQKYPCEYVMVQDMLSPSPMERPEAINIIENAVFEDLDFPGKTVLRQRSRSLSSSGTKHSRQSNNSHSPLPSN
S1P4 ag: activates the human S1P4 receptor. S1P4-expressing cell line, agonist reporter assay. AID 1509. O95977. 0.35% of 220,000 active. activation, % at 4.98 µM; in the data active means activation above about 11%;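 further: 0% = DMSO vehicle and 100% = reference agonist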
S1P4 antagonist: antagonists of human S1P4 receptor. O95977. S1P4-expressing cells, antagonist mode, reporter read-out. inhibition, % at 4.98 µM. 0.26% of 220,000 active; in the data active means inhibition above about 29%;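 further: 0% = wells stimulated with agonist and 100% = vehicle wells without agonist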
MDM2 E3 inh: Mdm2 E3 ligase (human) inhibition | AID 1230 | 0.11% of 210,000 active | signal enhancement, % at 5 µM | cell-based MDM2 ubiquitination luciferase reporter, 2 h; 0 = plate control, 100 = twice control, blank-subtracted | Q00987;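 active means signal enhancement of 30% or more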;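 further: luminescence tracks abundance of the self-degrading MDM2-luciferase fusion protein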
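Material: stable MDM2–luciferase fusion reporter cells / Quantity: 2000 cells/well / Dosing: single 5 µM compound dose, 0.2% final DMSO / Buffer or medium: DMEM / Schedule: 4 h cell settling then 2 h compound exposure, 37 °C / Detection: luminescence with SteadyLite reagent, 15 min at room temperature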
eIF4E 4G PPI: eIF4E/eIF4G interaction inhibition in translation initiation | P63073+Q04637 | TR-FRET eIF4E-eIF4GI(517-606) binding, 2 h | inhibition, % at 21.7 µM | 0.37% of 220,000 active | AID 782;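 active means inhibition above about 30%, limit read from the data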;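 further: 0% = full FRET control wells and 100% = background wells lacking eIF4GI fragment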
Ba/F3 V617F tox: lowers viability of Ba/F3 cells expressing EpoR and JAK2V617F; ATP luminescence; inhibition, % at 5.6 µM; 1.1% of 220,000 active;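 active means inhibition above the campaign mean plus 3 SD over all tested compounds, cut at about 24% in these data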;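 further: cytokine-independent growth of Ba/F3 cells driven by EpoR plus mutant JAK2; 0% = DMSO-treated cells and 100% = JAK inhibitor I control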
NPY2 pot ag: potentiators or agonists of human neuropeptide Y receptor Y2. cells expressing NPY-Y2, potentiator/agonist read-out. 0.45% of 220,000 active. P49146. AID 1359. activation, % at 3.6 µM; in the data active means activation above about 27%;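 further: cells stimulated with NPY near EC25 plus isoproterenol at EC100; 0% = vehicle plus submaximal agonist and 100% = vehicle plus saturating agonist; some results beyond the cut were filed as inactive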
BaF3 parental: counter-screen for JAK2V617F inhibitors: parental Ba/F3 viability inhibitors; CellTiter-Glo ATP luminescence; inhibition, % at 5.6 µM; 1.1% of 220,000 active; AID 1486;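 active means inhibition above a per-campaign cutoff, the mean inhibition of all tested compounds plus 3 SD, cut at about 27% in these data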;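 further: 0% = DMSO wells and 100% = JAK Inhibitor I control wells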
Active calls of the source: *; · = not tested or not shown; [ ] = another dose, or the depositor's remark. Compounds were not picked by outcome, and some 4.1% of all compounds hit somewhere here.

SMILES | Wee1 degr inh | PERK inhibitor | S1P4 ag | S1P4 antagonist | MDM2 E3 inh | eIF4E 4G PPI | Ba/F3 V617F tox | NPY2 pot ag | BaF3 parental
Cc1cccc(NC(=O)Cn2c(O)c(N=NC(N)=S)c3ccccc32)c1 | 1 | -0.2 | -0.3 | -16 | · | -6 | -3 | 0 | -5
CCOC(=O)C1CCN(C(=O)Nc2c(-c3ccccc3)noc2C)CC1 | 1 | 0.8 | -0.7 | -21 | -9 | 4 | -2 | -10 | 0
COc1cc(CNC2CCC(C)C2)cc(OC)c1 (centres undefined) | 0 | 0.5 | 1.3 | -13 | 2 | -1[fluorescence artefact?] | 2 | -1 | 5
Cc1nc(=S)c2ccccc2[nH]1 | 1 | -0.6 | -1.6 | -9 | -8 | -2 | 1 | -11 | 4
CCS(=O)(=O)N1CCC(NC(=O)c2cc(OC)cc(OC)c2)CC1 | 4 | -0.3 | 0.8 | -7 | -22 | 4 | 1 | -5 | 2
NS(=O)(=O)c1ccc(NC(=O)COC(=O)CCc2ccc(S(=O)(=O)N3CCOCC3)cc2)cc1 | 0 | 0.6 | 1.3 | -11 | -8 | -4 | -2 | 5 | -5
COc1ccc(C2=NN(C(=O)c3cccs3)C(c3ccccc3O)C2)cc1 (centres undefined) | 1 | 1.8 | -1.1 | 12 | -21 | 4 | -4 | -23 | 4
CCCCOc1cccc(NC(=O)CSc2nncn2C)c1 | 2 | 0.5 | 1.2 | -6 | 1 | -8 | -2 | 5 | 5
Cc1nn2c3ccccc3n(CCN3CCCCC3)c2nc1=O | 0 | 0.6 | -1.1 | -8 | 14 | 8 | -4 | 2 | 3
COC(=O)c1cc(OC)c(OCc2cc(C(=O)OC)oc2C)c(OC)c1 | -3 | -1.1 | -1.0 | -26 | -11 | -7 | 4 | -3 | 7
CC1CN(CN2C(=O)c3ccccc3C2=O)CC(C)O1 (centres undefined) | 0 | 1.1 | 0.1 | -15 | 1 | -5 | -1 | -15 | 5
O=C1N=c2ccccc2=C1c1sc(NS(=O)(=O)Cc2ccccc2)nc1O | -1 | 0.8 | -0.1 | -23 | · | -8 | -4 | -13 | -4
CC1CCN(S(=O)(=O)N2CCC(C(=O)NCCN3CCOCC3)CC2)CC1 | -1 | 0.0 | -0.3 | 9 | -8 | -1 | -3 | 6 | 3
O=C(NC1CCCCC1)C1CC(=O)N(CCc2ccccc2)C1 (centres undefined) | -1 | -0.8 | 1.0 | -66 | 0 | -9 | 1 | -19 | 3
Cc1[nH]n(CCC#N)c(=O)c1CC(=O)N1CCN(c2ccccc2)CC1 | 3 | 0.8 | 0.0 | -2 | -18 | 3 | 0 | 8 | 4
CCCCN(C)/C=N/c1c(C#N)cnn1-c1ccc(C)cc1 | -3 | -1.2 | 0.0 | -10 | 7 | -5 | 3 | -18 | 0
CCOC(=O)c1cccc(NC(=O)CCc2nc(-c3ccccc3F)no2)c1 | 4 | 0.8 | 0.0 | 2 | -13 | 6 | -1 | 2 | 3
CC1CCc2nc3ccc(S(=O)(=O)N4CCC(C(=O)NC5CCCC5)CC4)cc3c(C(=O)O)c2C1 (centres undefined) | -1 | 0.2 | 3.4 | -9 | -10 | -2 | -2 | -14 | 4
CC1CC(=O)Nc2ccccc2N1S(=O)(=O)c1cccc(F)c1 (centres undefined) | -1 | 1.8 | 0.9 | -17 | -3 | 2 | -4 | 5 | 2
COc1ccc(-c2cc(C(=O)NCCc3ccccc3)no2)cc1OC | -2 | -0.8 | -1.3 | -8 | 3 | 3[fluorescence artefact?] | -1 | -3 | 5
Cc1cc(C)cc(NC(=S)NCCN(C2CCCCC2)C2CCCC2)c1 | -2 | -1.1 | -2.9 | 15 | -13 | -4 | 7 | -21 | 72*
COc1ccc2[nH]c3c(=S)nc[nH]c3c2c1 | 0 | 0.8 | 2.4 | -14 | -7 | 0 | 1 | 0 | 6
CC(=O)NCCc1ccc(S(=O)(=O)N2CCOCC2)cc1 | -2 | 0.0 | 0.9 | -15 | -20 | -1 | -3 | -5 | 2
Cn1nc(C(F)(F)F)c(-c2ccc(F)cc2)c1NC(=O)CSCC(=O)O | 0 | -0.5 | -2.4 | 8 | -10 | -4 | -2 | 1 | 4
O=C(c1cc2ccccc2oc1=O)N(Cc1ccco1)Cc1cccs1 | -1 | -0.6 | -0.5 | 0 | -5 | 7 | 1 | -2 | 5

Further structures:
SMILES | Wee1 degr inh | PERK inhibitor | S1P4 ag | S1P4 antagonist | MDM2 E3 inh | eIF4E 4G PPI | Ba/F3 V617F tox | NPY2 pot ag | BaF3 parental
CCN(CC)Cc1cc2ccccc2c2c1COC2 | 0 | -1.3 | 0.8 | -24 | -37 | -4 | 2 | -4 | 5
CCOc1ccccc1NC(=O)c1ccc(Cl)c(NC(=O)CC(c2ccccc2)c2ccccc2)c1 | -1 | -0.3 | -2.6 | -21 | 17 | -3 | 2 | -24 | -1
NC(=S)Nc1cnc2ccccc2c1 | 4 | -0.8 | -0.3 | -10 | -10 | 2 | 1 | -5 | -4
O=C1c2cccc([N+](=O)[O-])c2C(=O)N1c1c[nH]c(=O)[nH]c1=O | -1 | 1.0 | -0.7 | -1 | -16 | 0 | -5 | -8 | 2
Cc1nc(SCC(=O)c2ccccc2)n[nH]1 | 0 | 0.1 | -0.2 | -7 | -16 | -3 | -2 | -6 | 1
CCc1nc(N)c(C#N)c(-c2ccc(O)c(OC)c2)c1C | -5 | 2.4 | 0.5 | 11 | 1 | -2 | 1 | 4 | 2
Cc1cc(S(=O)(=O)N(Cc2ccccc2Cl)c2ccc3c(c2)CCC3)ccc1-n1cnnn1 | -1 | -1.5 | 2.4 | -5 | -7 | 2 | -3 | 22 | 4
Brc1cc(Br)c2ncnc(N3CCCCC3)c2c1 | -2 | 0.4 | 0.7 | -3 | -14 | -52[fluorescence artefact?] | 0 | -2 | 6
CC(C)(C)SCCNC(=O)CN1C(=O)c2ccccc2S1(=O)=O | 4 | 1.4 | 3.1 | -18 | -1 | 1 | -1 | 2 | 3
CN1CCN(/N=C/c2ccc(-c3ccccc3)cc2)CC1 | 3 | 1.3 | 0.9 | -36 | -21 | -4 | 1 | 3 | 3
COC(=O)C(NS(=O)(=O)c1ccccc1Cl)c1ccccc1 (centres undefined) | 2 | 0.2 | 0.7 | -8 | -21 | -1 | 3 | -15 | 1
COc1ccc(CNN2CCCCC2C(=O)Nc2ccc(OC)c(OCC(C)C)c2)cc1OC (centres undefined) | 0 | -0.3 | 0.3 | 8 | · | -9 | -2 | 4 | -2
S=c1[nH]nc(COc2ccccc2)n1Cc1ccccc1 | 2 | -0.5 | -1.3 | -17 | -4 | -7[fluorescence artefact?] | 4 | 14 | 2
Cc1ccc(NC(=O)c2cccc(OCc3c(C)noc3C)c2)cc1 | 0 | -1.4 | 1.6 | 4 | -12 | 6 | 0 | 6 | 2
O=C1/C(=C/c2ccccc2)CCCc2ccccc21 | -1 | 0.9 | 0.4 | -10 | -10 | -1 | 1 | -9 | 6
CCOC(=O)c1c(C)[nH]c(N=Nc2cc(C(=O)O)cc(C(=O)O)c2)c1C | 0 | 0.3 | -0.2 | 2 | · | -1 | -3 | -18 | -6
Cc1ccccc1N1C(=O)C(Cl)=C(N2CCCCCC2)C1=O | -3 | 0.3 | -0.7 | -7 | 0 | -7 | 1 | 16 | 1
COc1cccc(CC2(CO)CCCN(Cc3ccccc3-c3ccco3)C2)c1 (centres undefined) | -1 | 2.1 | 2.0 | -15 | -18 | 1 | 0 | -33 | 2
COC(=O)c1c(NC(=O)C(C)C)sc2c1C(C(=O)OC)CC2 (centres undefined) | -1 | 0.8 | -2.0 | -4 | 4 | -6[fluorescence artefact?] | 1 | -14 | 5
Cc1ccc(N(C)S(=O)(=O)c2cccc(C(=O)Nc3nc4ccccc4[nH]3)c2)cc1 | 2 | -1.6 | -1.1 | -4 | 2 | 1 | 6 | -17 | 11
O=C(Nc1cccnc1)c1ccc(Cl)c(S(=O)(=O)N2CCc3ccccc32)c1 | 0 | 1.0 | 0.5 | -6 | -14 | -1 | 0 | 15 | -3
Cc1ccccc1NC(=O)COC(=O)/C=C/c1cn(-c2ccccc2)nc1-c1cccnc1 | 2 | 0.3 | 1.6 | -11 | -16 | 7 | 1 | 11 | 2
Cc1nc(C(F)(F)F)ccc1C(=O)Nc1ccc(C(F)(F)F)cn1 | -2 | 0.6 | -1.3 | 9 | 0 | 3 | -4 | -23 | 1
Cc1cc(C)cc(NC(=O)N2CCCC2C(=O)Nc2ccc(-n3cnnn3)cc2)c1 (centres undefined) | -3 | 0.1 | 1.1 | -25 | -1 | -6 | -1 | -10 | 1
CC1(C)COCN1S(=O)(=O)c1ccc(C(=O)Nc2nnc(-c3ccc(Cl)s3)o2)cc1 | 3 | 1.5 | 0.6 | 0 | 0 | -1[fluorescence artefact?] | -4 | -12 | 3

New compounds follow
SMILES | Wee1 degr inh | PERK inhibitor | S1P4 ag | S1P4 antagonist | MDM2 E3 inh | eIF4E 4G PPI | Ba/F3 V617F tox | NPY2 pot ag | BaF3 parental
O=C1Nc2ccc(S(=O)(=O)N3CCOCC3)c3cccc1c23 | 1 | 0.5 | -1.2 | -14 | -15 | 13[fluorescence artefact?] | -5 | -17 | 3
COc1cc(C2C3=C(CC(C)(C)CC3=O)N(C)C(=O)N2C)cc(OC)c1OC (centres undefined) | -3 | -0.6 | -0.6 | -7 | -12 | -4 | 0 | -5 | 6
O=C(CS(=O)(=O)c1ccccc1)Nc1nc2ccccc2s1 | -1 | 0.4 | -0.3 | -23 | · | 4 | 0 | -5 | 10
Nc1ccccc1NC1=CC(=O)CC(c2ccccc2)C1 (centres undefined) | 0 | 1.2 | 1.4 | -6 | 22 | 5 | 23* | -12 | 22
Cc1ccc(C)c(-c2[nH]ncc2CN2CCCC(CO)(Cc3ccccc3C)C2)c1 (centres undefined) | 0 | 0.7 | -0.3 | -9 | 2 | -3 | -1 | -6 | 2
CC(=O)N1CCc2cc(NC(=O)c3ccc(C)cc3)ccc21 | 0 | -1.4 | -2.2 | -1 | -26 | -5 | -3 | 6 | 1
O=C(O)c1ccc(Cn2nnc3sc4c(c3c2=O)CCCC4)cc1 | 0 | 0.2 | 0.4 | -16 | -24 | 1 | 4 | 2 | 4
OC(COc1ccc2c(c1)OCO2)CN1CCN(c2ccccc2)CC1 (centres undefined) | 1 | -0.2 | 0.7 | -7 | -8 | -1 | -1 | -11 | 0
CCN=c1scc(-c2cccs2)n1/N=C/c1cc(OC)ccc1O | -2 | 0.4 | 0.6 | -7 | -21 | 2 | -1 | -1 | 2
CCNC(=O)CN(c1ccc(C)cc1)S(=O)(=O)c1ccccc1 | -1 | 1.1 | 1.5 | -11 | -8 | -2 | -1 | -3 | 5

Single records (already shown). Values in the order: Wee1 degr inh, PERK inhibitor, S1P4 ag, S1P4 antagonist, MDM2 E3 inh, eIF4E 4G PPI, Ba/F3 V617F tox, NPY2 pot ag, BaF3 parental
Cc1nc(=S)c2ccccc2[nH]1 is listed with 1, -0.6, -1.6, -9, -8, -2, 1, -11, 4
Cc1[nH]n(CCC#N)c(=O)c1CC(=O)N1CCN(c2ccccc2)CC1 is listed with 3, 0.8, 0.0, -2, -18, 3, 0, 8, 4
Cc1cccc(NC(=O)Cn2c(O)c(N=NC(N)=S)c3ccccc32)c1 is listed with 1, -0.2, -0.3, -16, ·, -6, -3, 0, -5
COc1ccc2[nH]c3c(=S)nc[nH]c3c2c1 is listed with 0, 0.8, 2.4, -14, -7, 0, 1, 0, 6
